USP1 inh – blocks the human USP1/UAF1 deubiquitinase complex; O94782; Potency, µM (titrated, usually from 57.1 µM), for inactives: top-dose activity change, negative = inhibition, hits mostly inhibitors; hit rate 0.23% among 390,000; recombinant USP1/UAF1, Ub-Rhodamine cleavage fluorescence; note: potency is the fitted concentration of half-maximal effect; % is set by controls: 0 for no effect and ±100 for the full control effect; nearly all actives have a fitted effect of over 60% in size; inactives centre near -12
Target sequence (O94782 whole entry, looked up): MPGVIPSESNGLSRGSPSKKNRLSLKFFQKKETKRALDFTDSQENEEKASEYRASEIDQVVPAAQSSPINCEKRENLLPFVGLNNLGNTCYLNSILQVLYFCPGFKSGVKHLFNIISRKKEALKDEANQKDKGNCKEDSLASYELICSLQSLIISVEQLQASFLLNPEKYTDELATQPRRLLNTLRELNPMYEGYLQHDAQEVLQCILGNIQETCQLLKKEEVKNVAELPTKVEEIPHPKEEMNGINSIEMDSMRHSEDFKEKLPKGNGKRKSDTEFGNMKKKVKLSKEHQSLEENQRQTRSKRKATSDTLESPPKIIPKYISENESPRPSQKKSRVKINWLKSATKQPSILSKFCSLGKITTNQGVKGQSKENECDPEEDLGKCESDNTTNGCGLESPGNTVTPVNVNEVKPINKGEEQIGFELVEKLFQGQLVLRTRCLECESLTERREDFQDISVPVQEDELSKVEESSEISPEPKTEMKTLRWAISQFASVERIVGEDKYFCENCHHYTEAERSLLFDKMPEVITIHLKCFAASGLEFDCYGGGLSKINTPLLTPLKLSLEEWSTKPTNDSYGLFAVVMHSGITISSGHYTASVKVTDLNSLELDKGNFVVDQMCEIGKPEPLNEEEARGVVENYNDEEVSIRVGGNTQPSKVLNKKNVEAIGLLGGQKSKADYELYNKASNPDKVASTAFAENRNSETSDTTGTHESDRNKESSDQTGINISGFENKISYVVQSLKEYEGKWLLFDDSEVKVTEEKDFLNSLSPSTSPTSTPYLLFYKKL
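In this screen, compounds sit with the deubiquitinase complex (1nM) for 15 min at room temperature before Ub-Rho is added at 150nM final. Fluorescence rise is then followed for 6 reads every 60 seconds.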
RGS4 inhibitor – human RGS4 inhibition; P49798; Transcreener GDP fluorescence polarization, RGS4-accelerated GTP hydrolysis; Potency, µM (titrated, usually from 114 µM), inactives show top-dose activity change, negative = inhibition, most hits filed as inhibitors; hit rate 0.039% among 390,000; note: potency is the fitted concentration of half-maximal effect; % is set by controls: 0 for no effect and ±100 for the full control effect; nearly all actives have a fitted effect of over 75% in size; some results filed as inactive show a strong effect at the top dose
Target sequence (P49798 whole entry, looked up): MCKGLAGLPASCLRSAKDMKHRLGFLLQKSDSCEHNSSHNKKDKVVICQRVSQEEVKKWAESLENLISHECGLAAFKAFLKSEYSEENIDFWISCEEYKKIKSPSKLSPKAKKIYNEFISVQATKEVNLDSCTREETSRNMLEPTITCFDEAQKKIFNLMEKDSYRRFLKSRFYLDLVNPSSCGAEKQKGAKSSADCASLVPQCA
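MLSMR compounds (23 nl, pin-transferred) preincubated 10 min at room temperature with a 500nM (2x) first reagent, then RGS4 at 900nM (2x) plus Transcreener GDP mix added; fluorescence polarization (620/688 nm) read before and after 90 min at 30 °C.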
mIDH1 inhibitor – blocks human mutant IDH1 R132H enzyme; Potency, µM (series often up to 76.6 µM), inactives show at the top dose activity change, negative = inhibition, actives largely listed as inhibitors; hit rate 0.093% among 390,000; IDH1-R132H enzyme, NADPH consumption, diaphorase/resazurin fluorescence; note: potency is the fitted concentration of half-maximal effect; % is set by controls: 0 for no effect and ±100 for the full control effect; nearly all actives have a fitted effect of over 65% in size
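IDH1-R132H (0.5 ug/mL dispensed) in pH 7.5 Tris buffer was preincubated 30 min with compound, then given a substrate mix of 0.016 mM NADPH and 2 mM alpha-KG for 80 min at room temperature; remaining NADPH was read by diaphorase/resazurin fluorescence.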
LDHA inh – LDHA (human) enzyme inhibition. P00338. purified LDHA, NADH/diaphorase-resazurin fluorescence; hits give low values. activity change, % (values are at about 110 or 230 µM). hit rate 0.15% among 480,000; in the data active = activity change below about -30%; inconclusive = mostly about -25% to -30%;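 note: plate controls were DMSO wells for no effect and wells without enzyme for full effect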
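Human LDH5 (2 nM) was incubated with 0.06 mM NADH and 0.2 mM pyruvate for 5 min at room temperature in Tris pH 7.4. Remaining NADH was coupled through diaphorase/resazurin, and resorufin fluorescence was read at 0 and 20 min.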
rTrxR1 inhibitor – rat TrxR1 inhibition | O89049 | recombinant rTrxR1, NADPH fluorescence consumption, selenite substrate | Potency, µM (doses to about 114 µM), for inactives: top-dose activity change, negative = inhibition, most hits filed as inhibitors | hit rate 1% among 390,000 | AID 588453; note: potency is the fitted concentration of half-maximal effect; % is set by controls: 0 for no effect and ±100 for the full control effect; nearly all actives have a fitted effect of over 65% in size
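Rat TrxR1 (90 nM in the dispensed reagent) was pre-reduced with 400 uM NADPH for 5 min at room temperature, then incubated with compound for 15 min. After 400 uM selenite was added, NADPH fluorescence (Ex 340/Em 450 nm) was followed for 8 min.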
GRP78 ERSR act – ER stress response induction in glioma; AID 602332; U87-MG GRP78 promoter luciferase reporter, 16 h; Potency, µM, for inactives: at the highest dose activation, hits mostly activators; hit rate 0.02% among 420,000; note: potency is the fitted concentration of half-maximal effect; series mostly up to about 76 µM; % of control where 0% means no effect; nearly all actives have a fitted effect of over 35% in size
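ERSR induction read as luciferase luminescence (Bright-Glo, 10 min at room temperature) in stably transfected human U87-MG glioma cells exposed to compounds for 16 h, using GRP78 as sensor.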
Vif-A3F inh – blocks the Vif interaction with APOBEC3F; AID 602313; hit rate 0.2% among 390,000; Potency, µM (series often up to 46.1 µM), without a hit: at the highest dose activity, negative = active; HeLa A3F-eYFP + Vif (tagged APOBEC3F with the HIV-1 protein that degrades it), YFP fluorescence increase; note: potency is the fitted concentration of half-maximal effect; % of control where 0% means no effect; nearly all actives have a fitted effect of over 65% in size
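HeLa cells stably expressing A3F-eYFP plus Vif, plated and incubated overnight at 37 deg C, then exposed to compounds overnight at 37 deg C. Blocked degradation read as raised yellow fluorescence (Ex 488/Em 500-530).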
Vif-APOBEC3G blk – inhibitors of Vif-APOBEC3G interaction | HeLa A3G-eYFP + Vif (tagged APOBEC3G with the HIV-1 protein that degrades it), YFP fluorescence, overnight | hit rate 0.076% among 410,000 | Q9HC16 | Potency, µM (doses to about 46.1 µM), without a hit: at the top dose activity, negative = active, hits mostly inhibitors;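 note: potency is the fitted concentration of half-maximal effect; % is set by controls: 0 for no effect and ±100 for the full control effect; nearly all actives have a fitted effect of over 60% in size; hits raise eYFP signal because A3G escapes Vif-driven loss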
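HeLa cells stably expressing Vif and C-terminally eYFP-tagged A3G, seeded overnight at 37 deg C, then exposed to compound by pintool overnight at 37 deg C. Rise in yellow fluorescence (Ex 488/Em 500-530, Acumen) marks blocked Vif-driven A3G degradation.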
TrxR1 substrate – is turned over as a substrate by rat TrxR1; O89049; purified TrxR1 substrate turnover, NADPH consumption readout; Potency, µM (titrated, usually from 114 µM), for inactives: at the highest dose activity change, negative = substrate turnover; hit rate 0.01% among 390,000; note: potency is the fitted concentration of half-maximal effect; % is set by controls: 0 for no effect and ±100 for the full control effect; nearly all actives have a fitted effect of over 50% in size
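Rat TrxR1, dispensed at 90 nM, was prereduced with 400 uM NADPH (final) for 5 min at ~22 deg C, then incubated with compound 15 min before 400 uM selenite. A first-read NADPH fluorescence drop versus no-compound background flagged substrates.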
The depositor's hits bear a star; u = inconclusive; x = not tested or not shown; & = joins results of further samples; [ ] = remark or other dose. Unless noted, calls come from the whole dose curve; as a rule, active = well fitted curve in the direction sought with a large enough effect; inconclusive = small, poorly fitted or top-dose-only effect, or another doubt; inactive = no such curve, though single readings can be large; an effect the other way counts as inactive or inconclusive. These rows are one share of the data; rates above refer to the full screens.

SMILES	USP1 inh	RGS4 inhibitor	mIDH1 inhibitor	LDHA inh	rTrxR1 inhibitor	GRP78 ERSR act	Vif-A3F inh	Vif-APOBEC3G blk	TrxR1 substrate
COc1ccc(NC(=O)C2CCOC2=O)cc1 (stereo not drawn)	-17%	-12%	0%	-5	2%[57.1 µM]	-6%	u	-3%	5%
COc1ccc(C(=O)/C=C/Sc2nc3ccccc3o2)cc1	u	-50%	-1%	-11	1µM*	-10%	1%	u	-6%
Cc1nnc(NC(=O)c2ccc(S(=O)(=O)N3CCCCC3)cc2)s1	-11%	-6%	-5%	-6	14%	-3%	2%	1%	-1%
CCN(CC)CCN(C(=O)c1ccc2c(c1)OCCO2)c1nc2c(Cl)cccc2s1	-12%	4%	2%	1	9%	-5%	-3%	1%	-4%
COCCOn1c(SCCOC)nc2ccccc2c1=O	-7%	44%	7%	-4	40%[activator][57.1 µM]	-3%	-7%	2%	12%[57.1 µM]
O=C(CN1CCN(c2ccccc2)CC1)NC(=O)NCc1ccccc1	-9%	1%	6%	-2	30%	-4%	3%	0%	-1%
COc1ccc2c(c1)C(c1ccc(N3CCOCC3)cc1)=NNC(c1cccnc1)=N2	-16%	-2%	5%	1	-10%	-3%	-7%	-7%	-14%
O=C(Nc1nccs1)C1CCCCN1S(=O)(=O)c1ccccc1 (stereo not drawn)	4%	-22%	1%	2	6%	-5%	-9%	1%	-4%
Clc1cccc(N2CCN(CCCN3CCN(c4ccccc4)CC3)CC2)c1	-10%	3%	-4%	-5	-3%[2.29 µM]	-7%	5%	-1%	-3%[2.29 µM]
COc1ccc(C(=O)c2c(C(F)(F)F)oc3c2C(=O)c2ccccc2C3=O)cc1OC	u	14%	19%	25	10%[57.1 µM]	-14%	-4%	-9%	-3%[57.1 µM]
Cc1ccc(CNc2nc3ccc(C)cc3n3nnnc23)cc1	-9%	11%	4%	0	5%	-1%	2%	1%	-2%
O=C(C1CC(Cl)CN1S(=O)(=O)c1ccc(Cl)cc1)N1CCOCC1 (stereo not drawn)	0%	8%	-1%	-8	14%[57.1 µM]	-1%	-8%	2%	1%
COc1ccc2cc3cc(C(=O)N4CCN(c5ccccn5)CC4)oc3nc2c1	-26%	-9%	1%	1	7%	2%	5%	0%	0%
CCc1ccc(NCCC(=O)c2ccc(Br)cc2)cc1	-5%	1%	-3%	-12	u	-1%	-23%	1%	1%
Cc1sc2ccccc2[n+]1CCC(C)S(=O)(=O)[O-] (stereo not drawn)	-13%	u	3%	-6	10%	0%	-22%	1%	-5%
CCN1CCCC1CNC(=O)CCc1nnc(CCC2CCCCC2)o1 (stereo not drawn)	-25%	-10%	6%	-6	20%	-2%	-1%	-2%	7%
C#CCOCCOCCOCCNc1nc(N2CCN(C(=O)Cn3cc(CCO)nn3)CC2)nc(N2CCN(C(=O)[C@H]([C@@H](C)O)n3cc(CCCCN)nn3)CC2)n1	-25%	1%	-6%	4	-12%	-1%	2%	1%	-9%
CCN1CCN(C(=O)c2ccc3c(Cl)c4c(nc3c2)CCCC4)CC1	-19%	23%[11.4 µM]	-1%	-4	-15%	-7%	3%	5%	4%
CNC(=O)c1c(NC(=O)c2cccc(C)c2)sc2c1CCC2	-11%	-7%	8%	-2&12	-7%[57.1 µM]	6%	2%	-1%	16%
C=CCc1cc(/C=C2/NC(=O)N(CC)C2=O)cc(OCC)c1OCc1ccc(C(=O)O)cc1	3%	12%	-18%	-12	-17%	3%	-1%	-8%	-14%

Part of the list above, with two lines to a compound.
Every second line gives: USP1 inh	RGS4 inhibitor	mIDH1 inhibitor	LDHA inh	rTrxR1 inhibitor	GRP78 ERSR act	Vif-A3F inh	Vif-APOBEC3G blk	TrxR1 substrate
Cc1nnc(NC(=O)c2ccc(S(=O)(=O)N3CCCCC3)cc2)s1
 : -11%	-6%	-5%	-6	14%	-3%	2%	1%	-1%
CCN(CC)CCN(C(=O)c1ccc2c(c1)OCCO2)c1nc2c(Cl)cccc2s1
 : -12%	4%	2%	1	9%	-5%	-3%	1%	-4%
COCCOn1c(SCCOC)nc2ccccc2c1=O
 : -7%	44%	7%	-4	40%[activator][57.1 µM]	-3%	-7%	2%	12%[57.1 µM]
O=C(CN1CCN(c2ccccc2)CC1)NC(=O)NCc1ccccc1
 : -9%	1%	6%	-2	30%	-4%	3%	0%	-1%

Carrying on:
SMILES	USP1 inh	RGS4 inhibitor	mIDH1 inhibitor	LDHA inh	rTrxR1 inhibitor	GRP78 ERSR act	Vif-A3F inh	Vif-APOBEC3G blk	TrxR1 substrate
COc1ccc(NC(=O)Nc2cc(-c3cn4cccnc4n3)ccc2C)cc1	-30%	-21%	-1%	-4	-5%	-2%	-5%	0%	1%
Cc1cc(C)nc(Nc2n[nH]c(COc3ccc(Cl)cc3)n2)n1	-9%	-15%	-4%	-5	16%	-8%	2%	2%	7%
Cc1cccc(N/C=C/C(=C(C#N)C#N)N(C)C)c1	-13%	-7%	6%	-1	-13%	-2%	2%	0%	-11%
CCN(C[C@H]1N[C@@](Cc2ccccc2)(C(=O)OC)[C@H]2C(=O)N(Cc3ccccc3)C(=O)[C@@H]12)C(=O)Nc1ccc(C)cc1	-17%	7%	-2%[38.3 µM]	-11	1%	2%	3%	-18%	-7%
c1ccc(Cc2noc(CN3CCN(Cc4ccc5c(c4)OCO5)CC3)n2)cc1	-24%	-8%	6%	2	2%	-1%	1%	-1%	4%
COc1ccccc1N(CC(=O)NCc1ccco1)S(=O)(=O)c1ccc(C)cc1	10%	-49%	-3%	2	32µM*	-6%	10%	0%	-8%[0.0914 µM]
COC(=O)Cc1ccc(OCc2ccc(Cl)nc2)cc1	-3%	21%	21%	-3	4%[57.1 µM]	7%	1%	-2%	4%[57.1 µM]
COC1=CC(=O)c2c(ccc3ncnc(N)c23)C1=O	0.89µM*	-45%	22%	41	u	-14%	1%	u	79µM*
CCC1CN(C(=O)N2CCC(C(=O)NCc3ccccc3OC)CC2)c2ccccc2O1 (stereo not drawn)	-12%	-16%	0%	1	20%	-5%	-1%	0%	8%
CSCC[C@H](NC(=O)N1CCn2c1nc1ccccc12)C(=O)NCc1ccc(F)cc1	-14%	-7%	0%	-12	u	-4%	2%	0%	4%
CC1Cc2ccccc2N1C(=O)CSc1nnc(-c2ccc(S(=O)(=O)N3CCCC3)cc2)n1C (stereo not drawn)	-22%	-2%	4%	-8	-5%	-5%	1%	-4%	-4%
CCOC(=O)c1cnc2ccc(OCC)cc2c1NCc1ccccc1OC	-6%	2%	-10%	7	14%	-6%	7%	-5%	30%
CCCn1cc(NC(=O)c2cc3n(n2)C(C(F)(F)F)CC(c2ccccc2)N3)cn1 (stereo not drawn)	5%	33%	-2%	-3	-2%	-1%	-11%	0%	6%[57.1 µM]
CCOC(=O)N1CCN(C(=O)CCN2C(=O)/C(=C\c3ccc(OC)c(OC)c3)SC2=S)CC1	2%	x	-3%	-2	x	-7%	u	u	x
CCCCNC(=S)NNC(=O)CCn1cc(C)cn1	-13%	-1%	2%	-3	-1%	4%	5%	1%	1%
COC(=O)CC1COc2ccccc2N1C(=O)c1ccc(Cl)cc1 (stereo not drawn)	-12%	4%	0%	-1	-8%	-1%	-3%	-1%	-13%
COC(=O)c1sc(NC(=O)/C=C/c2ccccc2Cl)nc1C	-17%	-6%	1%	-2	35%[11.4 µM]	2%	12%	-3%	9%[11.4 µM]
C/C(=N/NC(=O)c1ccncc1)c1ccccc1	-5%	-31%	-1%	-3	19%[57.1 µM]	0%	8%	0%	5%[57.1 µM]
Cc1noc(C)c1COc1ccc(C(=O)OCC(=O)N2c3ccccc3NC(=O)C2(C)C)cc1	0%	-22%	-1%	0	4%[57.1 µM]	2%	-3%	u	9%[57.1 µM]
CCn1c(SCC(=O)Nc2ccc3c(c2)OCCO3)nnc1-c1cccnc1	1%	-23%	21%	-7	6%[57.1 µM]	3%	14%	-5%	10%[0.0914 µM]
Cc1ccc(CN(Cc2cc3cccc(C)c3[nH]c2=O)C(=S)NCCCN(C)C)cc1	-14%	12%	-2%	-4	-4%[57.1 µM]	-4%	-5%	6%	-8%
COc1cc(C2CC(=O)Oc3cc(C)c(Cl)c(C)c32)cc(OC)c1OC (stereo not drawn)	-9%	16%	-6%	-5	14%	1%	1%	-1%	-6%
Cn1c(N)c(C(=O)COC(=O)CSc2ccc3ccccc3c2)c(=O)n(C)c1=O	-10%	38%	-1%	-6	-2%	-2%	1%	0%	-7%
O=S(=O)([N-]c1nc2ccccc2nc1-[n+]1ccc(-c2ccncc2)cc1)c1ccccc1	u	-10%	-3%	-7	2%[57.1 µM]	-4%	3.5µM*	-3%	-5%
COc1cc(C2C(C(=O)Nc3ccccc3C)=C(C)Nc3nc(SCc4cc(C)ccc4C)nn32)ccc1O (stereo not drawn)	u	-10%	-10%	-5	22%[57.1 µM]	14%	-3%	u	8%[57.1 µM]
CNc1ccc(/C=C(\C#N)C(=O)Nc2ccccn2)cc1[N+](=O)[O-]	-4%	33%	0%	2	-4%	-3%	u	2%	-6%
COc1ccc(S(=O)(=O)Nc2nc3ccccc3s2)cc1OC	-3%	1%	1%	-4	7%	-2%	-5%	-7%	7%

Screening results deposited in PubChem BioAssay by National Center for Advancing Translational Sciences (NCATS).
